Compound activity deposited in PubChem BioAssay by National Center for Advancing Translational Sciences (NCATS).
GLP1R cytotox: cytotoxic in the GLP-1 receptor inverse agonist counter-screen | actives 0.13% (n = 410,000) | HEK293 cAMP-luciferase reporter cells, luminescence, 24 h | Potency, µM (series often up to 38.3 µM), for the others: at the highest dose activity change, negative = inhibition, usual class: inhibitors | AID 624418;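 also: loss of luciferase light is scored as toxicity; potency is read from the fitted curve at half-maximal effect; % is scaled to controls: 0 for no effect and ±100 for the full control effect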
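Here, cytotoxicity is scored as loss of luminescence. The MLSMR collection was tested on cells seeded in medium containing 10% Nu serum, with a 24 hr compound exposure preceded by 12 hours of culture.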
MmCpn inh: blocks the Methanococcus maripaludis chaperonin Mm-Cpn; Potency, µM (series often up to 76.9 µM), without a hit: at the highest dose activity, negative = inhibition, actives largely listed as inhibitors; actives 0.031% (n = 330,000); purified Mm-Cpn ATPase, ADP Transcreener TR-FRET; also: potency is read from the fitted curve at half-maximal effect; % is scaled to controls: 0 for no effect and ±100 for the full control effect; nearly all actives have a fitted effect of over 80% in size
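Reaction buffer contained 30 mM Tris pH 7.4, 100 mM KCl, 5 mM MgCl2 and 1 mM DTT. Mm-CPN (25 nM final) hydrolysed 10 uM ATP over 30 min at 37°C; ADP was read by HTRF.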
GLP1R inv ag: inverse agonists of human GLP-1 receptor; P43220; HEK293 GLP-1R CRE-luciferase, luminescence, 24 h; GLP-1R form is constitutively active; Potency, µM (titrated, usually from 38.3 µM), inactives show at the top dose activity change, negative = inhibition, most hits filed as inhibitors; actives 1.6% (n = 410,000); also: potency is read from the fitted curve at half-maximal effect; % is scaled to controls: 0 for no effect and ±100 for the full control effect; nearly all actives have a fitted effect of over 55% in size
Target sequence (P43220 whole entry, looked up): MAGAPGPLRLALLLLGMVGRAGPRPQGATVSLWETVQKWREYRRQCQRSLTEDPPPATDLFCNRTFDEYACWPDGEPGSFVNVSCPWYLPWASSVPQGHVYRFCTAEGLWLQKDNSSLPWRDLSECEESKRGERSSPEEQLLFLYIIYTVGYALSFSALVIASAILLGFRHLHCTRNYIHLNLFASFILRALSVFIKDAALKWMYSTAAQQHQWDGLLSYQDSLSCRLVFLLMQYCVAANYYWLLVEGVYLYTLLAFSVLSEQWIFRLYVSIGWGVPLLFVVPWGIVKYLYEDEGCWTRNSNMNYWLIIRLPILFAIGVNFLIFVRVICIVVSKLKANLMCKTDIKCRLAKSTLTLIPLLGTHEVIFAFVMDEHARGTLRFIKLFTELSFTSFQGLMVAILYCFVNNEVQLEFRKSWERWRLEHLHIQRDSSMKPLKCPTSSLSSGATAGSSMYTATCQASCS
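HEK293 cells stably co-expressing constitutively active GLP-1R and a cAMP-responsive luciferase reporter were seeded in DMEM with 10% Nu serum, given compounds after 12 h, and incubated 24 h at 37 deg C. Luminescence was then read.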
pAkt inh: blocks phosphorylation of Akt. Neuro2A IGF-stimulated pAkt S473 HTRF, 20 min; hits give low values. activity change, % for hits at 50 µM. actives 0.32% (n = 360,000); in the data active = activity change below about -80%; inconclusive = mostly about -51% to -80%; also: % is scaled to controls: 0 for no effect and ±100 for the full control effect
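Neuro2A cells in DMEM with 0.5% FBS, overnight at 37 deg C, given compound at single 50 µM final, then IGF (6 nM final) for 20 min at 37 deg C. Lysed; phospho-Akt Ser473 by HTRF after 24 h, 665/615 ratio.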
FUS yeast rescue: FUS proteinopathy suppression in yeast | actives 0.24% (n = 390,000) | S. cerevisiae FUS-expressing, growth rescue, OD600, 24 h | AID 1347120 | Potency, µM (series often up to 76.6 µM), for the others: at the top dose growth rescue (activation), actives largely listed as activators;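 also: potency is read from the fitted curve at half-maximal effect; plate controls were DMSO vehicle for no effect and reference control for full effect; nearly all actives have a fitted effect of over 55% in size; some results filed as inactive show a strong effect at the top dose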
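Compound concentration series was pinned onto galactose-induced FUS-expressing yeast seeded at OD 0.005. Plates sat 24hr at 30C; absorbance at 600 nm gave growth. DMSO served as background control.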
PTHR1 agonist: agonists of human PTHR1 parathyroid hormone receptor | actives 0.075% (n = 410,000) | Potency, µM (series often up to 115 µM), without a hit: top-dose activation, most hits filed as activators | HEK293 GP2 PTHR1 cells, GloSensor cAMP luminescence, 1 h; also: potency is read from the fitted curve at half-maximal effect; nearly all actives have a fitted effect of over 55% in size; some results filed as inactive show a strong effect at the top dose; inactives centre near -15; many of its hits are not listed in these tables
Target sequence (Q03431 whole entry, looked up): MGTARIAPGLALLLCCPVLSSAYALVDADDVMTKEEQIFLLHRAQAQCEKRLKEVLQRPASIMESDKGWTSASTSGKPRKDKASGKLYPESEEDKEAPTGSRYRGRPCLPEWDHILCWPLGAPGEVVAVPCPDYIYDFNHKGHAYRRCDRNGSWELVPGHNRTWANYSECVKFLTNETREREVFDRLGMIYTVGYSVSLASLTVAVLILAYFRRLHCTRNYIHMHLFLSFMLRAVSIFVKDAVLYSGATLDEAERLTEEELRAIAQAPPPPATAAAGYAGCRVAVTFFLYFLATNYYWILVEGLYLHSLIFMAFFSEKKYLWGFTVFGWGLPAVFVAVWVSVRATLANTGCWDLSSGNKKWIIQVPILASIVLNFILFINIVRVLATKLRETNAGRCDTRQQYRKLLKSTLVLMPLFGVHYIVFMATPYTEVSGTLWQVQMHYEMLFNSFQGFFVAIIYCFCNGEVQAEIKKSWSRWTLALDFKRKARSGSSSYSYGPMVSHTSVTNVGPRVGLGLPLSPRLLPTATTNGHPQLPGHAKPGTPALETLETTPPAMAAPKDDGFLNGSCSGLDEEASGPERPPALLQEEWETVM
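HEK-293-derived GP2 cells expressing PTHR1 and a GloSensor cAMP reporter, 3,000/well, plated overnight, given luciferin plus IBMX (each 0.5 mM as added) for 1 h at 37 °C, then compound for 1 h at 37 °C. Luminescence was read after 15 min at room temperature.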
aSyn rescue: inhibitors of alpha-synuclein toxicity in yeast. Yeast expressing alpha-synuclein, growth rescue, BacTiter-Glo, 24 h. actives 0.14% (n = 370,000). Potency, µM (doses to about 46.1 µM), inactives show at the top dose growth rescue (activation), most hits filed as activators. AID 652106; also: potency is read from the fitted curve at half-maximal effect; % of control where 0% means no effect; nearly all actives have a fitted effect of over 65% in size
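Galactose-induced alpha-syn yeast (OD600=0.02, raffinose-pregrown) + pinned cpd, 24 hr, 30 deg C; growth by BacTiter-Glo luminescence. Growth restoration scores as activation.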
TDP43 rescue: inhibitors of TDP-43 toxicity in yeast | TDP-43 expressing yeast growth rescue, BacTiter-Glo, 24 h | Potency, µM (top dose mostly 46.1 µM), without a hit: top-dose growth rescue (activation), hits mostly activators | actives 1.8% (n = 410,000) | AID 652104; also: potency is read from the fitted curve at half-maximal effect; % of control where 0% means no effect; nearly all actives have a fitted effect of over 50% in size
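Growth rescue of TDP-43-toxic yeast measured as ATP luminescence (BacTiter-Glo). Cells grown to mid-log in raffinose, induced in galactose at OD600=0.02, exposed to compound 24 hr at 30 deg C.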
Abeta yeast res: A-beta toxicity reversal in yeast | yeast expressing A-beta42, growth rescue, OD600, 48 h; response scale: 0% DMSO, 100% iron-clioquinol control | Potency, µM (titrated, usually from 46.1 µM), for inactives: at the highest dose growth rescue, actives largely listed as activators | actives 0.063% (n = 410,000) | AID 1347071; also: potency is read from the fitted curve at half-maximal effect; nearly all actives have a fitted effect of over 55% in size
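Yeast growth medium received pinned compounds, then yeast cells expressing toxic A-beta were added; plates incubated at 30 C for 48 hr. Growth read as absorbance at 600 nm, normalized to DMSO and equimolar FeCl3 plus clioquinol controls.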
* = called active by the depositor; i = inactive; ? = inconclusive; · = not tested or not shown; & = joins results of further samples; [ ] = remark or other dose. Unless noted, calls follow the shape of the dose curve; as a rule, active = well fitted curve in the direction sought with a large enough effect; inconclusive = small, poorly fitted or top-dose-only effect, or another doubt; inactive = no such curve, though single readings can be large; an effect the other way counts as inactive or inconclusive.

SMILES | GLP1R cytotox | MmCpn inh | GLP1R inv ag | pAkt inh | FUS yeast rescue | PTHR1 agonist | aSyn rescue | TDP43 rescue | Abeta yeast res
CN1CCN(c2cc(-c3cc(O)c4ncccc4c3)ccn2)CC1 | · | 0%&0% | · | · | -22% | -23% | · | · | -12%
COCCn1c(SCC(=O)N2CC(=O)Nc3ccccc32)nc2ccccc2c1=O | -21% | 2% | 21% | i | 13% | -1% | 1% | 10% | -6%
Cc1onc(-c2ccccc2Cl)c1C(=O)N1CCN(c2cccc(Cl)c2)CC1 | -13% | 1% | 1µM* | i | -1% | -28% | 0% | 15% | 0%
Cc1ccc2c(c1)c(N=O)c(O)n2Cc1ccc(Cl)cc1 | -17% | 1% | ? | i | -4% | i | 14% | -1% | 30%
O=C(O)COc1ccccc1/C=N/NC(=O)CSc1nnc(SCc2cccc3ccccc23)s1 | 3% | 0% | ? | i | 7% | -3% | -3% | -19% | -3%
O=C(O)c1ccccc1CSc1ncccc1C(=O)O | 9% | -7% | 40%[activator] | i | 5% | i | -6% | 19% | -13%
CCCOc1ccc(C2C(C#N)=C(N)Oc3nc[nH]c(=O)c32)cc1OC (stereo unspecified) | -5% | 0% | 5% | i | 27% | i | -1% | -3% | -3%
O=C(Nc1ccc(Br)cc1F)C1CCCO1 (stereo unspecified) | 3% | -1% | 0% | i | 4% | i | 10% | 17% | 5%
O=C(CNC(=O)c1ccco1)NCC(=O)OCc1cccc(Cl)c1 | 6% | -1% | 0% | i | 9% | i | ? | -13% | -5%
CCOc1ccc(CNC(=O)CN2C(=O)CSc3ccc(S(=O)(=O)N4CCOCC4)cc32)cc1OC | 2%&-17% | -1% | 4%&-12% | i | 0%&28% | -13% | -1% | -2%&17% | 15%&0%
CC(C)CN(C(=O)COC(=O)/C=C/c1ccc(Cl)c(Cl)c1)c1c(N)n(Cc2ccccc2)c(=O)[nH]c1=O | -7% | 1% | 2% | i | -14% | i | -7% | ? | -2%
Cc1ccc(NC(=O)Nc2cccc([N+](=O)[O-])c2)cc1F | -7% | 2% | ? | i | 35% | -31%[inhibitor] | -5% | 16% | 4%
O=C(CN(Cc1ccc(F)cc1)C(=O)CCC(=O)Nc1nccs1)NCC1CCCO1 (stereo unspecified) | 0% | 1% | -4% | i | -9% | -12% | -4% | 3% | -10%
COc1ccc(-c2cc(C(=O)NNC3=NCCC3)c3c(C)nn(-c4ccccc4)c3n2)cc1 | 12%[7.66 µM] | -2% | -25%[7.66 µM] | i | -13% | -12% | -1% | ? | -26%
O=C(Nc1nccs1)c1ccccc1[N+](=O)[O-] | 3% | -2% | 0% | i | -20% | i | 0% | 15% | 7%
O=C(CN1CCCCC1)N/N=C/c1cc2ccccc2nc1Cl | 10% | 1% | 18% | i | -8% | i | -1% | -12% | -18%
O=C(NCc1ccccc1)NC1(C(=O)N2CCOCC2)CCCCC1 | -13% | 1% | -4% | i | 11% | -19%[57.5 µM] | -3% | -2% | 18%
O=[N+]([O-])c1cccc2c(Cl)ccnc12 | -4% | -2% | 16% | i | 20% | 14% | -3% | 0% | -21%
CCOc1ccc(S(=O)(=O)N(CC(=O)NCCc2ccc(OC)cc2)c2ccccc2)cc1 | 8% | · | 5% | · | -1% | 9% | · | 4% | -7%
COC1=CC(=O)OC(c2cccc(Cl)c2)C1 (stereo unspecified) | -5% | · | 11% | i | -6% | i | 9% | ? | 1%
COc1cccc(NC(=O)CN(C)C(=O)C(Sc2ccccc2)c2ccccc2)c1 (stereo unspecified) | -10% | -3% | 11µM* | i | 28% | -19% | -5% | 14% | 21%
CC(=O)c1cc(-c2ccccc2)n(CCC(=O)Nc2ccc(C)cc2C)c1C | 2% | · | -8% | · | -4% | ? | · | -5% | -20%
CC(Sc1n[nH]c(N)n1)C(=O)C12CC3CC(CC(C3)C1)C2 (stereo unspecified) | -2% | 2% | 16% | i | 6% | -6%[57.5 µM] | -3% | -2% | 6%
COc1ccc(N(CC(=O)Nc2cc(C)ccc2C)S(=O)(=O)c2c(C)noc2C)cc1 | -10% | -5% | ? | i | 26% | i | 1% | 12% | 8%
O=C(NCCC1=CCCCC1)c1ccc2c(c1)N(Cc1ccccc1)C(=O)CS2 | 6% | 1% | ? | i | 38% | i | 9% | 7% | -7%
CCc1ccc(OCC(=O)N(Cc2ccc(OC)cc2)C2CCS(=O)(=O)C2)cc1 (stereo unspecified) | 7% | · | -7% | · | 39% | i | · | 0% | 7%
N/C(Cc1cccs1)=N\OC(=O)COc1ccc(Cl)cc1Cl | 3% | -2% | ? | i | 1% | -4%[57.5 µM] | -9% | ? | 23%
CCOC(=O)C1CCCN(C(=O)c2cc3cc(OC)c(OC)cc3[nH]2)C1 (stereo unspecified) | -9% | 0% | 37%[activator] | i | 15% | i | -2% | 0% | 8%
COc1c(C)cc(S(=O)(=O)Nc2cccc(-c3ccc(N4CCOCC4)nn3)c2)c(C)c1C | -29% | · | ? | · | ? | -43%[inhibitor] | · | -10% | -14%
O=C(O)CCC(=O)OC1CC2CCC1C2 (stereo unspecified) | -6% | 2% | 2% | i | -3% | i | 10% | 19% | 1%
C[C@H]1COC(=O)[C@H](Cc2ccc(F)cc2)C/C=C\C[C@H](CC(=O)N(CCO)Cc2ccccc2)C(=O)N1 | 0% | -2% | 12% | i | ? | -21% | -1% | 7% | -11%
O=S(=O)(c1ccc(Oc2ncnc3scc(-c4ccccc4)c23)cc1)N1CCOCC1 | 14% | ? | ? | i | 18% | -22% | 7% | 5% | 0%
O=[N+]([O-])c1ccc(NC(=S)N2CCN(c3ccc(F)cc3)CC2)cc1 | 26% | 0% | 0% | i | · | -57%[inhibitor] | 4% | 1% | 2%
COc1ccc(OC)c(NC(=O)C(C)OC(=O)c2cc3ccccc3[nH]2)c1 (stereo unspecified) | -19% | · | -18% | i | 0% | -56%[inhibitor] | 6% | 0% | 1%
COc1ccc(CCN2CC(C(=O)NCc3nc(C)c(C)s3)CCC2=O)cc1 (stereo unspecified) | 3% | 0% | 13% | i | · | i | -2% | -5% | 0%
O=C(OC1CCCCC1=O)c1cccc(S(=O)(=O)NCc2ccccc2)c1 (stereo unspecified) | -6% | 1% | -18% | i | 16% | -17%[57.5 µM] | 14% | 4% | -14%
Cc1nnsc1Sc1ccccc1 | -6% | -1% | 11% | i | -21% | i | 0% | -3% | 4%
CC(C)NC(=O)c1ccccc1NC(=O)CN(c1ccc2c(c1)OCO2)S(C)(=O)=O | 4% | 0% | 11% | i | -2% | i | -1% | -6% | 20%
Cc1cc(C)cc(NC(=O)c2oc3ccc4c(c3c2C)C(=O)CC(C)(C)O4)c1 | -4% | · | -57% | · | 1% | -20% | · | 5% | -8%
Cc1ccc(SCC(=O)NCCc2ccc(F)cc2)cc1 | 1% | -1% | ? | i | 6% | -15% | 14% | 1% | 9%
Cc1cc(C)cc(N(CCC#N)C(=O)COC(=O)Cn2[nH]c(=O)c3ccccc3c2=O)c1 | -6% | 1% | 13% | i | · | i | 4% | 0% | 10%
Cc1ccc(C2=CSC3=NS(=O)(=O)CCN23)cc1C | -8% | 0% | 9% | i | 13% | i | -7% | -9% | -6%
C#CCN(C[C@@H]1[C@@H](OC(=O)NC2CC2)[C@@H](OC(=O)NC2CC2)Cn2c(=O)n(CCCCCC)c(=O)n21)S(=O)(=O)c1ccc(C)cc1 | -6% | · | ? | i | ? | -28% | 8% | ? | 11%
COc1ccc(-c2c(C)nn3c(N4CCN(c5cc(Cl)ccc5C)CC4)cc(C)nc23)cc1OC | 4% | · | 12% | · | -19% | -5% | · | 21% | -8%
COc1cc(/C=N/NC(=O)c2csc3c2CCCC3)ccc1OCCN1CCOCC1 | -13% | 1% | -18% | i | 10% | -9% | 6% | 11% | 0%
O=C(CN1C(=O)CSC1=O)Nc1ccc(N2CCOCC2)cc1 | -7% | -1% | 0% | i | 16% | i | -4% | -1% | -15%
COC(=O)c1cnc(SCC(=O)c2ccccc2)n1C | 24% | -3% | -18% | i | -20% | -83% | 12% | 26% | 8%
CC(=O)CCC1CC(c2ccc(Cl)cc2)=NO1 (stereo unspecified) | -1% | -2% | -9% | i | -21% | -51%[inhibitor] | 2% | 17% | -2%
O=C(NCc1ccccn1)c1n[nH]c2ccccc12 | -4% | 0% | 7% | i | 5% | i | -7% | -4% | 13%
Cc1ccc(C)c(OCCC(=O)Nc2cc(S(=O)(=O)N3CCCCC3)ccc2C)c1 | 3% | 2% | 11µM* | i | -2% | -15% | -7% | -11% | 6%

Compound profiles (already shown). Screens in order: GLP1R cytotox | MmCpn inh | GLP1R inv ag | pAkt inh | FUS yeast rescue | PTHR1 agonist | aSyn rescue | TDP43 rescue | Abeta yeast res
Record of `CC(C)NC(=O)c1ccccc1NC(=O)CN(c1ccc2c(c1)OCO2)S(C)(=O)=O` = 4% | 0% | 11% | i | -2% | i | -1% | -6% | 20%
Record of `Cc1cc(C)cc(N(CCC#N)C(=O)COC(=O)Cn2[nH]c(=O)c3ccccc3c2=O)c1` = -6% | 1% | 13% | i | · | i | 4% | 0% | 10%
Record of `Cc1ccc(SCC(=O)NCCc2ccc(F)cc2)cc1` = 1% | -1% | ? | i | 6% | -15% | 14% | 1% | 9%

These rows are one share of the data (hit frequency here may not be typical).
